# ELG1 genotox – induces genotoxicity in HEK293T cells with luciferase-tagged ELG1; HEK293T ELG1-luciferase reporter, luminescence, 16 h; Potency, µM (doses to about 46 µM), for inactives: at the top dose activity change, positive = activation, usual class: activators; 330,000 compounds, 1.3% hits; AID 504466; also: potency is read from the fitted curve at half-maximal effect; % of control where 0% means no effect; nearly all actives have a fitted effect of over 60% in size
#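 ELG1-luciferase HEK293T cells, 2,000/well; compound pinned in; 16 hr, 37 °C, 5% CO2; ONE-Glo, 30 min RT; luminescence on CCD imager.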
# Gal4-VP16 FLuc – Gal4-VP16 reporter inhibition counter-screen. Drosophila S2 Gal4-VP16 UAS-luciferase, luminescence, 20 h. Potency, µM (series often up to 53.6 µM), inactives show at the top dose activity, negative = inhibition, hits mostly inhibitors. 310,000 compounds, 3.5% hits;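 also: Gal4-VP16 expression switched on by copper sulfate through the metallothionein promoter; potency is read from the fitted curve at half-maximal effect; % is scaled to controls: 0 for no effect and ±100 for the full control effect; nearly all actives have a fitted effect of over 50% in size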
# RORgamma inh – ROR gamma (mouse) transcription inhibition | Potency, µM (top dose mostly 53.6 µM), for the others: at the highest dose activity change, negative = inhibition, most hits filed as inhibitors | Drosophila S2 Gal4-RORgamma UAS-luciferase reporter, 20 h | AID 2551 | 310,000 compounds, 5.4% hits | P51450; also: potency is read from the fitted curve at half-maximal effect; % is scaled to controls: 0 for no effect and ±100 for the full control effect; nearly all actives have a fitted effect of over 60% in size
# Target sequence (P51450 whole entry, looked up, the tested form may be a part): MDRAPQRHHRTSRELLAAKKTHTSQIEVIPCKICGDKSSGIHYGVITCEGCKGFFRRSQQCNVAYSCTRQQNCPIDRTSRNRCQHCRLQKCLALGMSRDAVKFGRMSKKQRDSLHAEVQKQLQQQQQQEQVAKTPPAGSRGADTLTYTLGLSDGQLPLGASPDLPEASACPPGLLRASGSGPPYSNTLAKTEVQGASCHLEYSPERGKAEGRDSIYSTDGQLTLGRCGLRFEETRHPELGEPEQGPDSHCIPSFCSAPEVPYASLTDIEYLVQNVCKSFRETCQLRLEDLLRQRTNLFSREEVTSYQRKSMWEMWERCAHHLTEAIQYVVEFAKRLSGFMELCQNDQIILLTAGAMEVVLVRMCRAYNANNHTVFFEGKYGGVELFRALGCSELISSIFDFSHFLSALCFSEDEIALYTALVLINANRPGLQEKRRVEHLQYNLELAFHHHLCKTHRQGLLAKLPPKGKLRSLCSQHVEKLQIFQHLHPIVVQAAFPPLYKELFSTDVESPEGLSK
#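 Read-out: Photinus luciferase luminescence; inhibitors lower reporter signal. Insect Schneider cells with Gal4-ROR gamma fusion under metallothionein promoter, UAS reporter; 700 uM final copper sulfate induction, 20 hr, ambient temperature.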
# NPC1 promoter act – activators of NPC1 promoter; Huh7 NPC1 promoter luciferase reporter, 24 h; Potency, µM (doses to about 9.22 µM), for the others: top-dose activation, actives largely listed as activators; 320,000 compounds, 2.4% hits; AID 485313;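 also: potency is read from the fitted curve at half-maximal effect; % of control where 0% means no effect; nearly all actives have a fitted effect of over 60% in size; reporter is driven by a mutant NPC1 promoter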
#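 Huh7 reporter cells (NPC1 promoter driving luciferase) are dosed with compound for 24 h at 37 °C, 5% CO2; luciferase detection reagent is then added and luminescence measured after 10 min at ambient temperature.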
# Tb PFK block – blocks T. brucei phosphofructokinase. O15648. T. brucei PFK, ADP-Glo luminescence. Potency, µM (doses to about 57.5 µM), for inactives: at the top dose activity, negative = inhibition, most hits filed as inhibitors. 330,000 compounds, 0.17% hits. AID 485367;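 also: potency is read from the fitted curve at half-maximal effect; 0% = uninhibited 1x PFK enzyme wells and -100% = no-enzyme wells; nearly all actives have a fitted effect of over 60% in size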
#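 Luminescent ADP detection (ADP-Glo, two-step: ATP depletion then ADP-to-ATP conversion for luciferase) reported PFK activity after 45 min room-temperature reaction of 1.25 nM enzyme with 0.5 mM F6P and 0.1 mM ATP at pH 8.0.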
# FLuc modulator – inhibits or activates purified firefly luciferase, miR-21 counter-screen; P08659; purified FLuc, Km substrates, luminescence inhibition; Potency, µM (top dose mostly 57.5 µM), for inactives: at the top dose activity change, negative = inhibition, usual class: inhibitors; 360,000 compounds, 6.9% hits; AID 588342;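 also: potency is read from the fitted curve at half-maximal effect; plate controls were vehicle for no effect and reference inhibitor for full effect; nearly all actives have a fitted effect of over 55% in size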
# Target sequence (P08659 whole entry, looked up): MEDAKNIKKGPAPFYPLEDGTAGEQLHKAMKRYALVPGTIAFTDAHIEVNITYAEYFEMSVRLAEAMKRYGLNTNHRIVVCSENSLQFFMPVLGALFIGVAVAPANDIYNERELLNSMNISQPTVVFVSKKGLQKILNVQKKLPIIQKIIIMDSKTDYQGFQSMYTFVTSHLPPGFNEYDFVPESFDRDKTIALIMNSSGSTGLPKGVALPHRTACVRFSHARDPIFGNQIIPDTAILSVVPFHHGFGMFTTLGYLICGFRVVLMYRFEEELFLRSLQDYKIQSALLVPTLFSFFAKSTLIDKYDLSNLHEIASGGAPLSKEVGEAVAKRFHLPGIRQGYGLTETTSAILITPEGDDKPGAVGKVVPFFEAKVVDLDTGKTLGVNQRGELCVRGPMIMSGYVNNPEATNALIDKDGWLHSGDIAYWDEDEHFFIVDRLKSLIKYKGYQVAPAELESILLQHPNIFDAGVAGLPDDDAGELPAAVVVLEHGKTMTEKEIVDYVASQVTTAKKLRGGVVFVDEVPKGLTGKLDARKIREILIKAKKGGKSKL
#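 Purified P. pyralis luciferase, 10 nM final, with Km-level 10 uM D-luciferin and 10 uM ATP in 50 mM Tris acetate pH 7.5, 10 mM Mg acetate, 0.01% Tween-20, 0.05% BSA; 6-point qHTS titration about 60 µM downward; luminescence read.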
# p53 reactivation – mutant p53 re-activation in reporter cells. H1299 p53-A138V BP100-luciferase reporter, luminescence, 24 h. Potency, µM (highest dose often 92.2 µM), inactives show top-dose activity change, positive = activation, hits mostly activators. 320,000 compounds, 0.063% hits. AID 504706; also: potency is read from the fitted curve at half-maximal effect; % of control where 0% means no effect; nearly all actives have a fitted effect of over 45% in size
#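 p53-null H1299 cells stably carrying temperature-sensitive p53-A138V and a BP100-luciferase reporter were pinned with compounds (4-point, 1:5 series) and held 24 hrs at 37 deg C. Luminescence was read 10 min after detection reagent.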
# ELG1 DNA repair – inhibitors of ELG1-dependent DNA repair in HEK293T cells. HEK293T ELG1-luciferase reporter, luminescence, 16 h; DNA damage induced by 5-fluorouridine. 330,000 compounds, 2.3% hits. Potency, µM (top dose mostly 46.1 µM), for inactives: at the top dose activity change, negative = inhibition, usual class: inhibitors. AID 504467; also: potency is read from the fitted curve at half-maximal effect; % is scaled to controls: 0 for no effect and ±100 for the full control effect; nearly all actives have a fitted effect of over 55% in size
#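 Overnight (16 hr) co-exposure of 2,000 cells/well to 5-fluorouridine and compound at 37 °C preceded detection. Luciferase was quantified via ONE-Glo luminescence; loss of signal denotes inhibition.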
# TRPV1 ag – agonists of human vanilloid receptor 1 (TRPV1); 320,000 compounds, 0.19% hits; Q8NER1; activation, % at 8.33 µM; AID 540275; TRPV1-expressing cells, Fluo-8 calcium influx, agonist mode; in the data active = activation above about 80%; inconclusive = between about 30% and that limit; also: 0% is about no effect
#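 TRPV1-expressing cells were cultured overnight at 35.5C and loaded with Fluo-8 calcium dye for 40 to 90 min at room temperature. After a 10 s baseline, compound was added and calcium influx was read kinetically for 3 min (ex 480/em 520 nm).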
# BRCA1 expr act – increases BRCA1 expression; MCF7-BRCA1-FFLuc reporter, luminescence, 48 h; response scale: scaled: vehicle 0%, 10 µM genistein 100%; AID 624202; 380,000 compounds, 1.1% hits; Potency, µM (highest dose often 46.1 µM), for the others: top-dose activation, most hits filed as activators; also: potency is read from the fitted curve at half-maximal effect; nearly all actives have a fitted effect of over 80% in size; some results filed as inactive show a strong effect at the top dose
#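 Compounds are tested at multiple concentrations on MCF7 BRCA1-luciferase reporter cells seeded at 2000 per well; after 48 h, a single luminescence end-point is taken and curves fitted to the normalized data.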
# Rab9 prom act – Rab9 promoter activation | Huh7 Rab9 promoter-luciferase reporter, luminescence, 24 h | Potency, µM (titrated, usually from 9.22 µM), without a hit: top-dose activation, negative = inhibition, actives largely listed as activators | 320,000 compounds, 2.8% hits | AID 485297; also: potency is read from the fitted curve at half-maximal effect; % of control where 0% means no effect; nearly all actives have a fitted effect of over 60% in size
#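 Steps: seed 1500 Huh7 Rab9-luc cells per well, rest 2 h at 37 °C; add compound in DMSO; incubate 24 h; add luciferase reagent, 10 min ambient; read luminescence.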
# An asterisk follows results filed as active; ? = inconclusive; . = not tested or not shown; & = joins results of further samples; [ ] = another dose, or the depositor's remark. Unless noted, calls follow the shape of the dose curve; as a rule, active = well fitted curve in the direction sought with a large enough effect; inconclusive = small, poorly fitted or top-dose-only effect, or another doubt; inactive = no such curve, though single readings can be large; an effect the other way counts as inactive or inconclusive. Not a hit list (roughly 15% active in at least one column).
SMILES,ELG1 genotox,Gal4-VP16 FLuc,RORgamma inh,NPC1 promoter act,Tb PFK block,FLuc modulator,p53 reactivation,ELG1 DNA repair,TRPV1 ag,BRCA1 expr act,Rab9 prom act
CC1(C)CC(c2csc(N)n2)CCO1 (configuration not stated),1%,6%,5%,-2%,2%,2%,8%,0%,1,22%,?
C=CCc1cccc2cc(C(=O)NC3CCCCC3)c(=O)oc12,-6%,-8%,35%,-1%,4%,-19%,13%,?,29,47%,1%
CC(=O)Nc1ccc(S(=O)(=O)N(C)CC(=O)OC(C)C(=O)NC2CCCCC2)cc1 (configuration not stated),3%,.,.,-7%,5%,9%,-2%,17%,-1,-2%,0%
COc1ccccc1CNC(=O)CN(c1cccc([N+](=O)[O-])c1)S(C)(=O)=O,-3%,23%,31%,-8%,4%,-2%,3%,-3%,3,-7%,-8%
CC1CCN(C2(O)C(=O)Nc3ccc([N+](=O)[O-])cc32)CC1 (configuration not stated),0%,-6%,-7%,0%,-1%,0%,0%,10%,2,12%,-6%
COC(C(=O)Nc1ccccc1F)c1ccccc1 (configuration not stated),3%,-1%,0%,1%,1%,1%,0%,17%,2,7%,-2%
C/C(N)=C(/C#N)C(=O)COC(=O)C(NS(=O)(=O)c1ccc(Cl)cc1)C(C)O (configuration not stated),1%,2%,-30%,2%,1%,2%,5%,1%,-4,1%&3%,5%
CCOC(=O)CNC(=O)CN1C(=O)CC(c2ccccc2)S(=O)(=O)c2ccccc21 (configuration not stated),-1%,2%,-2%,-3%,2%,-5%,-3%,-19%,0,-3%,-3%
NS(=O)(=O)c1ccc(N=Cc2c(O)n(-c3nccs3)c(=O)c3ccccc23)cc1,-3%,-3%,-1%,0%,6%,-1%,-1%,-10%,-6,15%,2%
CC(=O)C1=C(C)Nc2ncnn2C1c1ccc(Cl)cc1Cl (configuration not stated),-2%,-11%,-2%,2%,-4%,-2%,-14%,?,1,2%,-1%
CC(C)(C)C(=O)NC(C(N)=O)=C(Cl)Cl,1%,11%,-2%,4%,-1%,0%,7%,1%,-4,0%,13%
COc1ccc(-c2c(C#Cc3ccsc3)c3cc(-c4ccc5c(c4)OCO5)ccc3n2C)cc1,0%,.,.,-4%,0%,1%,-2%,11%,-1,-18%,-4%
O=C(NC1CCS(=O)(=O)C1)C12CC3CC(CC(C3)C1)C2 (configuration not stated),0%,-1%,-28%,2%,3%,-1%,1%,?,8,32%,3%
O=C(Nc1cccc(-c2cccc(F)c2)c1)C1CCN(CC2CCOC2)CC1 (configuration not stated),2%,-1%,-8%,-6%,0%,3%,0%,-4%,13,-28%,6%
C=CCN1C(=O)C2(OCCCO2)c2cc(Cl)ccc21,0%,.,.,0%,2%,-1%,.,1%,10,-9%,-1%
Cn1c(=O)c2c(SCC(=O)N3CCCC3)nc(-c3ccccc3)nc2n(C)c1=O,-10%,-13%,-6%,-1%,1%,5%,6%,2%,1,13%,-1%
COc1ccc(NC(=O)CCNS(=O)(=O)c2cccc(C(C)=O)c2)cc1S(N)(=O)=O,-1%,-7%,18%,-2%,3%,2%,4%,16%,-3,5%,0%
O=C(Nc1ccccc1)Nc1nc(-c2ccc(F)c(F)c2)cs1,-2%,-1%,-6%,1%,3%,-7%,-2%,3%,?,2%,9%
O=C(CN1CCN(c2ccc(F)cc2)CC1)NCc1cccs1,3%,3%[10 µM],7%,1%,-6%,-1%,-3%,-6%,6,-1%,-5%
Cc1ccccc1N(CC(=O)NC1CCCCC1)C(=O)CNC(=O)c1cccs1,-6%,17%,0%,-2%,12%,-2%,-5%,-1%,-12,-15%,-3%
COc1ccc(NC(=O)C2CC(=O)OC23CCOC(C)(C)C3)cc1 (configuration not stated),-1%,-3%,-3%,-2%,0%,-1%,-2%,15%,-1,-28%,-1%
CC(C)c1c(C(=O)N/N=C/C2CC=CCC2)nnn1-c1nonc1N (configuration not stated),0%,-17%,-14%,-1%,0%,?,-4%,13%,?,21%,10%
O=C(c1ccccc1)N1CCN(C(=O)c2cc3ccccc3o2)CC1,-2%,4%,-19%,-5%,6%,-1%,3%,-8%,2,-1%,8%
CN(C(=O)COC(=O)c1ccccc1SCC(=O)N1CCCC1)C1(C#N)CCCCC1,2%,.,.,0%,-2%,?,11%,?,-5,10%,0%
CC(C)(C)NC(=O)CSc1nnc(SCC(=O)NC(C)(C)C)s1,4%,-6%,0%,-2%,-1%,-5%,-4%,6%,-7,3%,-1%
CN(C(=O)CC1C(=O)NCCN1Cc1ccccc1C(F)(F)F)C1CCOCC1 (configuration not stated),-5%,5%,9%,11%,0%,3%,-2%,0%,1,-1%,4%
Nc1nc(NCCOCCO)nc(N2CCCCCC2)c1[N+](=O)[O-],-3%,4%,-6%,1%,-4%,-1%,3%,?,4,-17%,-2%
Cn1c(N2CCOCC2)c(/C=N/OC(=O)c2ccc(F)cc2)c2ccccc21,-5%,2.2µM*,0.63µM*,-18%,0%,9.5µM*,-5%,?,1,-74%,-33%[inhibitor]
Cc1cc(Nc2cc(F)ccc2C)n2ncnc2n1,?,-10%,-19%,-1%,2%,1%,-2%,?,-8,0%,-1%
COc1ccccc1/C=C/C(=O)NC(=S)N(C)C1CCCCC1,0%,3.2µM*,?,0%,1%,-28%,5%,0%,.,-2%,-8%
Cc1cc(NS(=O)(=O)c2ccc(NC(=O)C(F)(F)F)cc2)nc(C)n1,0%,-4%,-35%,0%,-1%,1%,-1%,-2%,0,2%,9%
Cc1ccccc1Nc1nc(N)nc(COC(=O)c2ccc(O)cc2)n1,2%,28%,-7%[10 µM],-2%,4%,-11%,2%,?,7,-18%,16%
COc1ccc(C[C@H]2CN3C(=NC[C@@H]3Cc3ccc(O)cc3)N2C[C@H](C)NC(=O)c2ccc(C)c(Br)c2)cc1,-2%,3%,8%,-3%,4%,2%,4%,2%,0,-61%,8%
CCOc1cccc(-c2nnc(SCC(=O)Nc3ccc(OC)c(OC)c3)n2N)c1,1%,-11%,16%,-2%,-3%,-10%,17%,-26%,-1,0%,-4%
O=C(CSc1nncs1)NNC(=O)c1ccco1,-1%,.,.,2%,0%,2%,4%,16%,1,4%,1%
COc1ccc(S(=O)(=O)N2CCOC23CCN(S(=O)(=O)c2ccc([N+](=O)[O-])cc2)CC3)cc1,-7%,.,.,-4%,0%,6%,-8%,10%,3,-44%,-2%
CN(C[C@@H](CC1CCCCC1)N(C[C@H](Cc1ccccc1)N(CCc1ccccc1)N=O)N=O)N=O,-6%,5%,4%,1%,0%,1%,1%,14%,8,-22%,3%
CCC(C(=O)NCCCN1CC(C)CC(C)C1)n1nc(C)c2sc3ccccc3c2c1=O (configuration not stated),-2%,-4%,6%,-2%,6%,-2%,4%,3%,3,-34%,-4%
O=C(Nc1ncc([N+](=O)[O-])s1)c1cccs1,?,10µM*,?,0.89µM*,-1%&1%,8.5µM*,-1%&-87%,?,-1&5,?,1µM*
Cc1ccc(O)c(C(=O)c2coc(=N)c(C(=O)NC(C)C)c2)c1,-12%,-2%,11%,4%,-2%,-1%,0%,0%,2,-16%,-2%
O=C(CSc1nc2ccccc2s1)Nc1nccs1,1%,-3%,-34%,0%,-1%,1%,2%,3%,8,-1%[1.84 µM],0%
O=C(NCc1cccnc1)C(=O)N/N=C/c1ccccc1[N+](=O)[O-],1%,-20%,-5%,1%,-1%,1%,4%,17%,1,-21%,1%
CCCn1c(SCC(=O)N2CCc3ccccc32)nnc1-c1ccncc1,-3%,1%,13%,2%,2%,3%,-18%,-8%,-2,.,-5%

# Three compounds out of the list, ordered by molar mass, smallest number first:
SMILES,ELG1 genotox,Gal4-VP16 FLuc,RORgamma inh,NPC1 promoter act,Tb PFK block,FLuc modulator,p53 reactivation,ELG1 DNA repair,TRPV1 ag,BRCA1 expr act,Rab9 prom act
Cc1cc(Nc2cc(F)ccc2C)n2ncnc2n1,?,-10%,-19%,-1%,2%,1%,-2%,?,-8,0%,-1%
CC(=O)Nc1ccc(S(=O)(=O)N(C)CC(=O)OC(C)C(=O)NC2CCCCC2)cc1 (configuration not stated),3%,.,.,-7%,5%,9%,-2%,17%,-1,-2%,0%
COc1ccc(NC(=O)CCNS(=O)(=O)c2cccc(C(C)=O)c2)cc1S(N)(=O)=O,-1%,-7%,18%,-2%,3%,2%,4%,16%,-3,5%,0%

# Bioassay records deposited in PubChem by National Center for Advancing Translational Sciences (NCATS).
